Peg3 prom inh – Peg3 promoter-driven luciferase inhibitors, primary screen, cell-based, HeLa, luciferase luminescence; HeLa PEG-Prom luciferase reporter, overnight; inhibition, % at 20 µM; actives 1.7% (n = 360,000);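 active means inhibition of at least 50% at 20 µM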
NR2E3 ag-1 – inhibitors of NR2E3-RetCOR corepressor binding, primary screen, NR2E3 agonist project, biochemical, TR-FRET, GST-NR2E3, biotin-RetCOR; Photoreceptor-specific nuclear receptor (Homo sapiens), Q9Y5X4; 1536-well; inhibition of corepressor binding, % at 4.78 µM; actives 0.12% (n = 320,000); AID 2300, 2010;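 active means percent inhibition above the cutoff of mean plus 3 SD of all tested compounds, set per screening campaign, cut at about 20% in these data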;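 further: 0% = DMSO wells and 100% = biotin wells as full block of FRET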
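System: GST-tagged NR2E3 plus biotinylated RetCOR corepressor; Amount: 1.35 nM GST-tagged NR2E3 final; Dosing: single nominal compound dose of 4.8 µM; Schedule: 5 h incubation at 4 °C; Technique: TR-FRET with europium anti-GST and streptavidin-D2, 340 nm excitation; Controls: biotin wells as high control, 0.6% DMSO wells as low control.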
CaV13 FRET inh – Primary screen for inhibitors of IQ motif and Ca2+-dependent inactivation inhibitor domain binding in CACNA1D, Förster resonance energy transfer in living cells, …; actives 0.098% (n = 340,000); inhibition, % at 12.3 µM; HEK cells, CFP/YFP FRET ICDI-IQ, plate reader, 10 min; percent FRET-ratio fall versus neutral wells;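 active means mean replicate inhibition of at least 30% and at least 1% of replicates passing that level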;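 further: 0% = median of the neutral control wells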
TRPM1 prom inh – inhibitors of MITF-dependent TRPM1 promoter reporter, primary screen, cell-based, SK-MEL-5, single point, luciferase. SK-MEL-5 TRPM1 promoter luciferase, 24 h. inhibition, % at 12.5 µM. actives 0.83% (n = 330,000);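 active means mean inhibition across replicates of 60% or more, whatever share of single replicates reaches that level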; further: values of inactives mirror those of a sister screen read the other way
NR2E3 ag-2 – NR2E3 agonists in two-hybrid cells, primary screen, cell-based, luminescence, CHO-S, Gal4-NCOR/VP16-NR2E3; luciferase; inhibition of corepressor binding, % at 3.98 µM; actives 0.35% (n = 360,000); AID 602229, 2012;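 active means inhibition above the mean of all tested compounds plus 3 SD, cut at about 70% in these data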;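 further: 0% = DMSO with NR2E3 transfected cells and 100% = cells lacking NR2E3 construct; higher means lower luciferase signal from less NR2E3 corepressor binding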
HIF-2a block – HIF-2a reporter inhibitors, primary screen, luminescence, 786-0 RCC cells; 786-0 RCC cells HIF-2a reporter, luciferase luminescence, overnight; inhibition, % at 18.8 µM; actives 0.72% (n = 360,000);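 active means inhibition of the luminescence signal of 40% or more relative to plate controls, in a single-dose primary screen at 18.75 µM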
PDI inh – inhibitors of human PDI, primary screen, biochemical, turbidity, single point, plate reader. PDI insulin aggregation turbidity, A650, 90 min. Protein disulfide-isomerase (Homo sapiens), P07237. AID 588391, 2011. inhibition, % at 10 µM. actives 0.052% (n = 350,000);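 active means mean inhibition across replicates of 30% or more, whatever share of single replicates reach that level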;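 further: absorbance from insulin aggregation driven by PDI reduction with DTT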
Target sequence (P07237 whole entry, looked up): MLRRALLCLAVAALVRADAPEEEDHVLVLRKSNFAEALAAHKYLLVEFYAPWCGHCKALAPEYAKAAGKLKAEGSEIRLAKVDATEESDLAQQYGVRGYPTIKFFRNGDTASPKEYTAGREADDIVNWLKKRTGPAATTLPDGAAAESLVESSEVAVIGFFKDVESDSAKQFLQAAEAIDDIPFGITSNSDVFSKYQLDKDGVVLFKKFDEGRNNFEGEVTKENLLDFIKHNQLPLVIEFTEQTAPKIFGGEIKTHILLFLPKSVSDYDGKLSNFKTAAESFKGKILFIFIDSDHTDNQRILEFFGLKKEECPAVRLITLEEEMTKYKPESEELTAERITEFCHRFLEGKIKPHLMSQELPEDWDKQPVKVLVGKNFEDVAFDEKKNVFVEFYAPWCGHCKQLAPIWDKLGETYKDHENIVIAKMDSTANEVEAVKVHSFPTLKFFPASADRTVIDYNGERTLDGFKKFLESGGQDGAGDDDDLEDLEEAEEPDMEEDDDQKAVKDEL
H9c2 protect – cardioprotection against H2O2-induced cell death, primary screen, uHTS, H9c2 cells, ATPLite luminescence; protection from H2O2 cell death, % at 20 µM; H9c2 cardiomyocytes, H2O2 injury protection, 2 h; AID 588492, 2011; actives 0.63% (n = 360,000);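 active means compounds giving at least 50% protection of heart cells from peroxide-induced death in the single-dose screen, raw or plate-pattern-corrected value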;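 further: 0% = DMSO wells with peroxide and 100% = DMSO wells without peroxide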
Shn3 3UTR inh – reduction of Shn3 3'UTR firefly luciferase signal, primary screen, Schnurri-3 inhibitor project, cell-based, Clone20 osteoblasts, set 2 | Clone20 osteoblast Shn3 3'UTR firefly luciferase, 24 h | actives 0.52% (n = 360,000) | inhibition, % at 12.5 µM;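 active means mean inhibition of at least 75% with every replicate also reaching 75%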;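 further: 0% = median of neutral control wells and 100% = pilot-screen positive control compound; some compounds past the cut are filed as inactive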
hiPSC survival – enhancers of single-cell hiPSC survival, primary screen, ATPlite luminescence; actives 0.044% (n = 360,000); survival enhancement, % at 20 µM; 100% = ROCK inhibitor wells, 0% = DMSO; in the data active means survival enhancement above about 18%;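 further: cells exposed to compounds for 16 hours before the ATP read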
HTR2A ag – mouse Htr2a agonists via beta-arrestin recruitment, primary screen, cell-based, luminescence. CHO-K1 mHTR2A beta-arrestin complementation; percent of 30 µM serotonin response. 5-hydroxytryptamine receptor 2A (Mus musculus), P35363. activation, % at 7.6 µM. actives 0.66% (n = 360,000). AID 624169, 2012;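 active means activation above a run cutoff, the mean activation of all tested compounds plus 3 SD, cut at about 14% in these data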;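 further: 0% = plate median of compound wells and 100% = 30 µM serotonin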
Target sequence (P35363 whole entry, looked up): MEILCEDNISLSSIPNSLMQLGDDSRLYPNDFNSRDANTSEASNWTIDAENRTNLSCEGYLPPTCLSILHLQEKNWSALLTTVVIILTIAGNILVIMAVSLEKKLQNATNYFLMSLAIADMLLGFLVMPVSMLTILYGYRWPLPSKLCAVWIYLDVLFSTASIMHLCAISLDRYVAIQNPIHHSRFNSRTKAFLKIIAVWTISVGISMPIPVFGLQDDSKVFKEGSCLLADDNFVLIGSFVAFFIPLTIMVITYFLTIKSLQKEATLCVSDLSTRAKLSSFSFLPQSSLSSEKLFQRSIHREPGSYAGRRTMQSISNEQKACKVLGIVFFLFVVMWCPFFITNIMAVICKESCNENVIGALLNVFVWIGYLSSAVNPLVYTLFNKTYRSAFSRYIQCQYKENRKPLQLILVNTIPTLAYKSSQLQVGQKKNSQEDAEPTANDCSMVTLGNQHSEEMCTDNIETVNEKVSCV
* marks the source's active call; other numbers are inactive results; / = not tested or not shown.

SMILES | Peg3 prom inh | NR2E3 ag-1 | CaV13 FRET inh | TRPM1 prom inh | NR2E3 ag-2 | HIF-2a block | PDI inh | H9c2 protect | Shn3 3UTR inh | hiPSC survival | HTR2A ag
N#CCOc1ccc(C2=NO[C@@H]3[C@@H]4C[C@@H]([C@H]5C(=O)N(c6ccc7c(c6)OCO7)C(=O)[C@@H]45)[C@H]23)cc1 | 26.6 | -0.9 | -5.3 | 0.0 | -21.4 | 19.2 | -3.9 | 11.9 | 5.8 | -0.5 | -3.1
FC(F)(F)c1ccnc(N2CCN(Cc3cnc(-c4ccccc4)[nH]3)CC2)c1 | 11.3 | 2.3 | -5.2 | 16.6 | 18.7 | 8.5 | 8.0 | 4.2 | 0.4 | 0.1 | -7.8
Cc1ccnc(-n2c(CCN3C(=O)c4ccccc4C3=O)nc3ccccc3c2=O)c1 | -9.2 | 4.0 | -4.9 | -11.9 | 7.1 | 0.8 | 0.5 | 4.3 | 0.0 | 1.4 | 3.8
O=S(=O)(c1ccc2c(c1)CCCC2)N1CCNCC1 | -8.8 | 2.5 | -5.4 | 6.3 | -10.3 | 14.2 | -1.9 | 0.7 | -14.7 | 0.1 | 0.8
CNS(=O)(=O)c1ccc(Cl)nc1 | 7.0 | -2.4 | -3.9 | -2.8 | -18.1 | 7.6 | 7.7 | -1.6 | 5.7 | 0.5 | 3.1
CCCCN(Cc1ccco1)C(=O)Cn1ncc2c(=O)oc3ccc(C)cc3c21 | 6.4 | -0.3 | -9.0 | / | -5.1 | 10.0 | / | 16.1 | 1.7 | 0.4 | -0.2
CC(C)CNS(=O)(=O)c1ccc(S(=O)(=O)N2CCC3(CC2)OCCO3)cc1 | 0.5 | -0.5 | -1.9 | -7.5 | 26.3 | 1.1 | -2.1 | 1.4 | 9.4 | 7.5 | -1.0
N#Cc1c(-c2ccccc2Cl)noc1/C=C/Nc1ccc(C(=O)O)cc1 | -29.3 | 2.1 | -20.2 | -14.2 | -19.7 | -23.9 | -2.7 | 1.8 | 0.2 | 3.2 | 0.4

Some values from the results shown.
CaV13 FRET inh, Cc1ccnc(-n2c(CCN3C(=O)c4ccccc4C3=O)nc3ccccc3c2=O)c1 stands at -4.9
HTR2A ag, CCCCN(Cc1ccco1)C(=O)Cn1ncc2c(=O)oc3ccc(C)cc3c21 stands at -0.2

Continuation.
SMILES | Peg3 prom inh | NR2E3 ag-1 | CaV13 FRET inh | TRPM1 prom inh | NR2E3 ag-2 | HIF-2a block | PDI inh | H9c2 protect | Shn3 3UTR inh | hiPSC survival | HTR2A ag
COc1ccc(CNC(=O)CN2C(=O)NC(C)(c3cccc(Br)c3)C2=O)cc1 (stereo unspecified) | 17.4 | 1.4 | -4.8 | 10.4 | 4.5 | 19.5 | -4.8 | -0.5 | 11.7 | 0.0 | 7.1
O=c1c(C(c2ccccc2)c2c(O)nc3n(c2=O)CCS3)c(O)nc2n1CCS2 | 10.1 | 3.7 | -2.2 | 9.4 | -63.6 | 10.1 | -13.0 | 10.5 | -5.3 | -0.2 | -3.2
CC(C)(C)C(=O)NCCN1CCN(C(=O)C(C)(C)C)CC1 | 2.0 | 0.0 | -5.6 | 6.2 | 12.8 | 2.0 | -4.8 | 6.5 | -3.7 | 0.1 | -4.0
C/C(=N/NC(=O)CNC(=O)CCc1ccccc1)c1ccc(Cl)c(Cl)c1 | -8.8 | -1.3 | -4.6 | -5.5 | 4.8 | -60.1 | -7.6 | 10.3 | -9.5 | -0.1 | 1.9
CC(C)n1c(NCc2cc(Cl)ccc2O)nc2ccccc21 | 23.5 | 4.5 | -10.2 | / | 24.3 | -24.1 | / | -19.1 | 18.7 | -4.3 | -4.1
Cc1cc(OCC(=O)Nc2ccc3c(c2)OCCO3)ccc1Cl | -100.7 | -0.4 | -5.1 | -14.6 | -10.0 | -339.5 | -3.8 | -13.0 | -4.9 | 0.6 | 4.6
Cc1ccc(-n2c(SCC(=O)N3CCOCC3)nnc2-c2ccncc2)cc1 | 15.0 | -2.8 | -6.8 | 5.2 | 17.6 | 7.4 | -6.5 | 3.5 | -1.0 | 1.7 | 0.7
CCOC(=O)CC1CCCCN1C(=O)c1ccc2nc(CCOC)oc2c1 (stereo unspecified) | -58.7 | -1.6 | -3.1 | 2.8 | -12.6 | -31.1 | -3.8 | -2.0 | -9.2 | -0.4 | 7.8
O=C(Nc1ccc(F)cc1)N1CCN(c2ncccn2)CC1 | -23.6 | 4.5 | -16.3 | 9.9 | 31.1 | -11.9 | -6.6 | 10.8 | 1.2 | -2.4 | 1.4
COc1cc(OC)c(NC(=O)CN(C)S(=O)(=O)c2ccc3[nH]c(=O)oc3c2)cc1Cl | 2.9 | -0.4 | -5.0 | 3.3 | -8.2 | 2.3 | 7.0 | -2.9 | -5.9 | -0.1 | -2.4
CCOC(=O)Cc1csc(NC(=O)C(CC(C)C)NC(=O)C2CCCCC2)n1 (stereo unspecified) | -8.0 | 0.3 | -14.5 | 10.0 | 2.5 | 9.6 | -3.5 | -1.4 | 1.1 | -0.8 | -3.7
COc1ccccc1NC(=O)c1cccs1 | -18.7 | -2.6 | -6.0 | -15.8 | -21.3 | -73.6 | -3.6 | -3.7 | -27.9 | 3.7 | 10.7
COc1ccc(NS(=O)(=O)c2ccc(N3CCCC3)c(NC(=S)Nc3cccc(C)c3C)c2)cc1 | 16.2 | -0.5 | -5.8 | 11.0 | -26.0 | 10.0 | 0.5 | -18.5 | 29.6 | -3.1 | -1.6
O=C(COC(=O)C1CCN(C(=O)c2ccc(Cl)cc2)CC1)Nc1ccccc1F | -6.6 | 0.1 | -16.0 | 6.6 | -35.0 | 6.2 | 3.8 | -1.2 | -0.6 | 0.8 | 12.3
COc1ccc(-n2c(N)c(C(=O)NCC3CCCO3)c3nc4ccccc4nc32)c(OC)c1 (stereo unspecified) | 17.7 | 4.6 | / | 4.6 | -23.3 | 10.7 | 5.9 | 36.7 | 21.9 | -0.4 | 0.6
Cc1ccccc1-n1ncc2c1CC(C)(C)CC2NC(=O)CCN1CCCCC1=O (stereo unspecified) | -1.3 | 4.3 | -5.5 | 1.1 | 1.6 | 5.7 | -0.5 | 4.1 | 7.7 | -0.3 | 4.6
Cc1ccc(C(=O)Nn2c(O)c(C=C3N=c4ccccc4=N3)sc2=S)cc1 | -9.1 | -4.7 | -4.8 | 0.1 | -30.1 | -71.6 | -7.1 | -6.8 | -3.4 | -0.9 | -6.3
O=C(NCCN1CCC(n2c(=O)[nH]c3ccccc32)CC1)C(c1ccccc1)c1ccccc1 | / | / | -5.4 | / | 13.6 | -19.2 | / | / | / | 0.1 | -3.5
CCc1cc(Cn2nc(-c3ccccc3C)cc2C(=O)O)on1 | 7.9 | 2.1 | -6.5 | -1.3 | -29.2 | 11.5 | 4.2 | -2.4 | -10.1 | -2.1 | 9.0
Cc1cc(C(F)(F)F)c2c(=O)[nH]c(=O)n(Cc3ccccc3)c2n1 | -0.7 | 0.2 | -5.1 | 7.5 | -10.6 | 9.4 | -6.2 | 24.8 | 22.2 | -3.3 | -2.1
CCOC(=O)Nc1nnc(-c2ccc(OC)c(OC)c2)s1 | 7.9 | 2.0 | -0.2 | -2.4 | 7.0 | -6.3 | -11.1 | 0.0 | -3.6 | 3.6 | 3.2
CC(C)(C)c1ccc(C(=O)NC(=S)Nn2cnnc2)cc1 | -35.6 | 1.9 | -3.2 | -16.7 | -25.6 | -43.1 | 6.9 | 4.8 | -15.4 | 0.9 | -0.5
Cc1onc(-c2ccccc2)c1C(=O)Nc1nnc(COc2ccc(Cl)cc2)s1 | -1.5 | 2.6 | / | 4.9 | 5.3 | 21.1 | -15.2 | -26.5 | 7.2 | -2.0 | 0.4
O=C(c1cc(-c2cccs2)on1)N1CCOCC1 | -203.5 | -1.0 | / | -63.2 | -95.7 | -149.9 | 0.9 | 2.1 | -53.1 | -1.0 | 1.5
O=C(NC1CCCCC1)C1CCN(S(=O)(=O)c2cccc3nsnc23)CC1 | -1.5 | 0.8 | -8.7 | 6.4 | 7.8 | 8.8 | 3.5 | -3.3 | -1.1 | -0.4 | 1.1
O=C(O)C(Cc1ccccc1)n1cccc1 (stereo unspecified) | 5.2 | -0.5 | / | 2.2 | -21.8 | 10.2 | 11.0 | 2.8 | -4.6 | -3.2 | -1.1
O=S(=O)(NCc1ccccc1Cl)c1cnc[nH]1 | 11.8 | -1.3 | -1.9 | 9.3 | -29.9 | 17.6 | -2.6 | 20.2 | -5.3 | 3.5 | 0.0
CCOc1cc(C(c2c(C)[nH][nH]c2=O)c2c(C)[nH][nH]c2=O)ccc1OCc1ccc([N+](=O)[O-])cc1 | -3.3 | -2.0 | -3.8 | 10.4 | 0.0 | -2.2 | 1.2 | 8.0 | 13.0 | -1.9 | -1.4
Cc1cc2ccccc2n1CCNC(=O)C1CC1 | 11.2 | 3.0 | -9.6 | / | -7.6 | 10.7 | / | 10.3 | -4.7 | -3.2 | -4.0
COc1ccccc1N(CCC#N)C(=O)CSc1nnc2ccccn12 | -3.9 | 4.7 | -2.0 | -2.7 | 9.7 | 11.4 | 2.8 | 4.8 | 0.4 | 0.0 | 14.4
Cc1ccc(S(=O)(=O)Nc2ccc3[nH]c(=O)[nH]c3c2)c(C)c1 | 25.5 | 3.0 | -4.6 | 0.9 | 6.7 | 12.1 | 3.7 | -8.6 | -3.5 | -0.6 | -1.0
COC(=O)C1C(=O)C2=C(CC1C)NC(C)=C(C(=O)OCCOc1ccccc1)C2c1ccc(C)o1 (stereo unspecified) | 2.8 | 1.7 | -4.1 | 9.0 | -2.6 | 4.7 | -2.8 | 5.5 | 19.0 | -3.5 | -7.2
COc1ccc(C(=O)NCC(=O)N=Nc2c(O)n(C)c3ccccc23)cc1OC | 4.3 | -0.3 | -3.2 | -1.5 | 1.4 | 12.2 | -2.2 | 7.6 | -18.1 | -0.5 | 2.9
COc1cccc(C(=O)N2CCN(C(=O)c3ccc(-c4ccccc4)cc3)CC2)c1OC | 20.0 | 1.3 | 7.4 | 11.2 | 14.6 | 15.2 | 1.1 | -0.1 | 18.5 | 0.3 | -0.6

Source: PubChem BioAssay
